Assay outcomes as filed in PubChem.
WRN inhibitor – WRN helicase (human) inhibition; WRN helicase unwinding, fluorescent forked duplex, kinetic; AID 651768; 360,000 compounds, 0.46% hits; Potency, µM (highest dose often 114 µM), for the others: at the top dose activity change, negative = inhibition, most hits filed as inhibitors; also: potency is read from the fitted curve at half-maximal effect; % is scaled to controls: 0 for no effect and ±100 for the full control effect; nearly all actives have a fitted effect of over 55% in size
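WRN at 20 nM final preincubated with compound 15 min at room temperature; reaction started with 100 nM fluorophore/quencher forked duplex oligonucleotide and 2 mM ATP final. Unwinding followed kinetically by red fluorescence (ex 525, em 598 nm).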
PLK1 PBD block – PLK1 (human) polo-box domain binding inhibition | P53350 | Plk1 PBD binding of FITC phosphopeptide, fluorescence polarization | Potency, µM, for inactives: max response, negative = inhibition, actives largely listed as inhibitors | 360,000 compounds, 2.8% hits | AID 720504; also: potency is read from the fitted curve at half-maximal effect; series mostly up to about 57 µM; % is scaled to controls: 0 for no effect and ±100 for the full control effect; nearly all actives have a fitted effect of over 65% in size
Target sequence (P53350 whole entry, looked up, the tested form may be a part): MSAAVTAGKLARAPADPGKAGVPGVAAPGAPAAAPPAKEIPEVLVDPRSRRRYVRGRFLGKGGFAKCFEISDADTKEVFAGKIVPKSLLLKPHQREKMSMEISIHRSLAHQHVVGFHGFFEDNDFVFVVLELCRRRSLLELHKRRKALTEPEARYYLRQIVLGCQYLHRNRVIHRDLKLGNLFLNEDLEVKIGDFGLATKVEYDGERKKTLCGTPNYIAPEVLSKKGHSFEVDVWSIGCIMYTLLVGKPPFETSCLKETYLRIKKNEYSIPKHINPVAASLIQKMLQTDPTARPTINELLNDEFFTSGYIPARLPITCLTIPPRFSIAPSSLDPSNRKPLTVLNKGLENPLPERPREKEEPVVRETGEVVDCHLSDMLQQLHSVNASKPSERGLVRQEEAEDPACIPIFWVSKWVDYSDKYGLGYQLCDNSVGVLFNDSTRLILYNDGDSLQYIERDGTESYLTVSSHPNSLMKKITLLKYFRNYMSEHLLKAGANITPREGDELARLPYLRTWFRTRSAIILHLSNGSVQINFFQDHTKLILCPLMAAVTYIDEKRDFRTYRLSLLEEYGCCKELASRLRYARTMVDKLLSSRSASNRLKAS
IL-2 act – activators of IL-2 | activation, % (series mostly up to about 46 µM) | 360,000 compounds, 0.065% hits | AID 652025 | IL-2 activation reporter assay, cell-based qHTS; stimulated with anti-CD3/CD4/CD28 beads; in transgenic mouse T cells; in the data active = activation above about 50%; inconclusive = mostly about 30% to 49%; also: 0% is about no effect
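EGFP and DsRed fluorescence is measured by plate cytometry in unstimulated transgenic mouse T cells exposed to compound for 60 minutes, then stimulated 18 hours at 37 degrees C with anti-CD3/anti-CD4 beads plus anti-CD28.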
PI5P4Ka inh – PI5P4K alpha (human) kinase inhibition. PI5P4Kalpha enzyme, ADP-Glo luminescence, 60 min; active compounds read low. max response, %. 330,000 compounds, 1.2% hits; active = max response of -50% or lower; inconclusive = between -30% and -50%; inactive = -30% or higher; also: value at the top dose of about 77 µM; % is scaled to controls: 0 for no effect and ±100 for the full control effect
Target sequence (P48426 whole entry, looked up): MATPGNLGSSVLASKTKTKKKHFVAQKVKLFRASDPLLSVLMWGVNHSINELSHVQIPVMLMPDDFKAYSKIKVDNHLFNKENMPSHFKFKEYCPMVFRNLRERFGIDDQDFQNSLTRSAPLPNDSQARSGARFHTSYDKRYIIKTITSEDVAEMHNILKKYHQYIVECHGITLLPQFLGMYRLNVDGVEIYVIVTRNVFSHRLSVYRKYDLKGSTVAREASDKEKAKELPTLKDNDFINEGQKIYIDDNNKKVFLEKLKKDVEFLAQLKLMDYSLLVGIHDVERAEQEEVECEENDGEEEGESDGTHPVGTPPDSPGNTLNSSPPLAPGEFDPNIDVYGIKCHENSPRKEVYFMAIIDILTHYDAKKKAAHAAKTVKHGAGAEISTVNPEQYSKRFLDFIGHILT
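Compounds were pin-transferred onto PI5P4Kalpha and substrate in HEPES pH 7.4 buffer with EGTA, CHAPS and 5% DMSO. ATP (5 microM final) started the reaction, which ran 60 minutes at room temperature before ADP-Glo detection.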
EPAC2 ag – EPAC2 (human) agonism | Q8WZA2 | EPAC2 activation, biochemical qHTS; response scale: 100% = 6.5 mM cAMP response | Potency, µM (series often up to 154 µM), without a hit: at the highest dose activation, most hits filed as activators | 360,000 compounds, 0.079% hits | AID 720711; also: potency is read from the fitted curve at half-maximal effect; nearly all actives have a fitted effect of over 50% in size
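Compounds were titrated in qHTS against a Rap1B-BODIPY-GDP (250 nM) complex with EPAC2 (100 nM) and GDP (50 uM). BODIPY-GDP release tracked at 480/540 nm over 30 min at room temperature, normalized to 6.5 mM cAMP.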
EPAC1 ag – activates human EPAC1 exchange factor. O95398. EPAC1 agonist qHTS, biochemical assay; response scale: 100% = response to 6.5 mM cAMP. Potency, µM (top dose mostly 154 µM), inactives show at the top dose activation, actives largely listed as activators. 360,000 compounds, 0.073% hits. AID 720707; also: potency is read from the fitted curve at half-maximal effect; nearly all actives have a fitted effect of over 60% in size
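Read-out is the fluorescence drop as BODIPY-GDP leaves Rap1B (480 nm excitation, 540 nm emission), recorded every 5 minutes over 30 minutes. Reactions held 100 nM EPAC1, 250 nM Rap1B–BODIPY-GDP and 50 uM GDP, with 6.5 mM cAMP setting full activation.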
EPAC1 antag – antagonists of human EPAC1; EPAC1 GEF assay, Rap1b-BODIPY-GDP exchange fluorescence; 360,000 compounds, 0.14% hits; O95398; Potency, µM (highest dose often 115 µM), for the others: at the top dose activity change, negative = inhibition, actives largely listed as inhibitors;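 also: potency is read from the fitted curve at half-maximal effect; plate controls were vehicle for no effect and positive control for full effect; nearly all actives have a fitted effect of over 50% in size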
CCT chaperon mod – cytosolic chaperonin activity modulation | purified chaperonin ATPase assay, HTRF ADP detection, 30 min | activity change, % (concentration not given with the values), hits read low | 360,000 compounds, 0.3% hits; in the data active = activity change below about -30%; also: % is scaled to controls: 0 for no effect and ±100 for the full control effect
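Nucleotide hydrolysis assay: TRiC at 20–40 nM final (set by batch activity) with 10 uM ATP, 30 min at 37 °C, in presence of 76 uM compound. Detection by competitive ADP HTRF, 30 min ambient.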
The depositor's hits bear a star; ? = inconclusive; . = not tested or not shown; [ ] = remark or other dose. Unless noted, calls follow the shape of the dose curve; as a rule, active = well fitted curve in the direction sought with a large enough effect; inconclusive = small, poorly fitted or top-dose-only effect, or another doubt; inactive = no such curve, though single readings can be large; an effect the other way counts as inactive or inconclusive. The list is partial, so the mix of outcomes need not match the whole.

SMILES | WRN inhibitor | PLK1 PBD block | IL-2 act | PI5P4Ka inh | EPAC2 ag | EPAC1 ag | EPAC1 antag | CCT chaperon mod
O=C(CCS(=O)(=O)c1ccccc1)N1CCN(c2ccc(F)cc2)CC1 | 12% | -3% | -1.4 | 0 | 9% | -11% | -11% | 0.4
C=CCOc1cccc(/C=N/NC(=O)CN(c2cc(Cl)ccc2OC)S(=O)(=O)c2ccc(C)c([N+](=O)[O-])c2)c1 | -2% | -7% | 0.9 | 7 | 6% | 5% | -1% | -0.2
O=C(Nc1ccc(S(=O)(=O)N2CCOCC2)cc1)c1ccc([N+](=O)[O-])cc1Cl | -2% | -7% | 0.4 | 0 | 13% | 6% | 8% | 0.5
Cc1ccc2cccc(NC(=S)NC(=O)c3ccccc3)c2n1 | 6% | -1% | -0.2 | . | 7% | 8% | 8% | -23
CCCOc1ccc(C(=O)NNC(=O)CCNC(=O)c2ccco2)cc1OC | -18% | -6% | -4.2 | 0 | 2% | 0% | -21% | -0.6
CCc1nnc(NC(=O)CCC(=O)NCc2ccccc2OC)s1 | -2% | 0% | -1.8 | . | 1% | 6% | -1% | -1.1
C=CCOc1c(Cl)cc(CNCCC)cc1Cl | -7% | 1% | -1.4 | 0 | 5% | 2% | -14% | 2.2
COc1ccc(S(=O)(=O)N2CCCC(C(=O)NCCc3ccccc3)C2)cc1 (stereo not drawn) | -8% | -5% | -2.2 | -7 | 6% | 5% | 7% | 0.4
CCOC(=O)c1cccc(NC(=O)c2ccc(-n3cnnn3)cc2)c1 | 6% | -6% | -0.1 | 1 | 8% | 4% | -7% | -1.9
C=CCn1c2[n+](c3ccccc3c1=O)CCCCC2 | 4% | -11% | 1.1 | -2 | 6% | 14% | 2% | 0.1
Cc1ccc(N=Nc2ccc(C)cc2NC(=O)Nc2ccccc2F)cc1 | 5% | 2% | -3.9 | 2 | -1% | -4% | -1% | 0.8
O=C(c1ccccc1)N1CCN(c2ccccc2)CC1 | -6% | -11% | -0.9 | 0 | 11% | -1% | -5% | -1.6
Cc1ccc2c(c1)COc1c3ccc(C(=O)NCC4CC4)cc3nn1-2 | 5% | 1% | -0.4 | 1 | -8% | -7% | -6% | -1.4
CCCN(CC(=O)Nc1ccccc1OC)C(=O)CN1C(=O)NC2(CCCCC2)C1=O | -10% | -4% | 0.9 | 2 | -3% | -1% | -28% | 0.1
O=C(COC(=O)C1(c2ccc(F)cc2)CCCC1)N1CCOCC1 | 2% | -1% | -0.3 | 3 | -6% | 1% | -1% | 1.5
Cc1nc(SCC(=O)N2CCOCC2)c2c(=O)n(C)c(=O)n(C)c2n1 | -4% | -2% | 6.0 | 6 | 8% | 6% | 0% | 0.5
CC(C)CC(C(=O)OCC(=O)N1CCN(c2ccccc2)CC1)N1C(=O)c2ccccc2C1=O (stereo not drawn) | -6% | 4% | -5.1 | 1 | 5% | 17% | 2% | -1.9
COc1ccc([C@H]2CC(=O)C=C(c3cc(C=O)ccc3OC)C2)cc1 | 4% | -15% | -0.2 | -28 | 18% | 2% | 3% | -4.7
CC(C)C[C@H]1CN=C(N(C)C)N1CC1CCCCCC1 | 1% | -11% | -0.4 | 3 | 1% | 2% | -8% | -1.2
O=C(CCN1C(=O)/C(=C/c2ccccc2Cl)SC1=S)Nc1cccnc1 | -11% | 3% | -0.9 | -9 | 10% | -3% | -4% | -1.3
Cc1noc(C)c1COC(=O)C(c1ccccc1)c1ccccc1 | -5% | -2% | -1.3 | -6 | 3% | 3% | -20% | 1.1
O=C(O)CCC(=O)Nc1ccc(-c2nc3ccc(C(=O)c4ccccc4)cc3[nH]2)cc1 | -21% | -14% | 0.0 | 4 | 3% | -5% | -23% | 1.5
Cc1ccc(S(=O)(=O)NCCC(=O)N2CCN(Cc3ccccc3)CC2)cc1 | -4% | -5% | 0.4 | . | 11% | 10% | -2% | -0.4
CC1CCC2C(=O)N(c3ccc(NC4CCN(Cc5ccccc5)CC4)c([N+](=O)[O-])c3)C(=O)C2C1 (stereo not drawn) | -5% | 8% | 0.0 | 9 | -2% | 2% | 5% | 1.5
Cc1noc(C)c1S(=O)(=O)Nc1cc(C(F)(F)F)ccc1N1CCOCC1 | 1% | -9% | 0.2 | 7 | 4% | -1% | -33% | 1.2
CCOC(=O)c1sc(NC(=O)Cc2ccccc2OC)nc1C | 4% | ? | 1.1 | -3 | 9% | 7% | -15% | -0.7
CC1=Nc2cccc([N+](=O)[O-])c2NC(=O)C1 | -4% | 0% | 2.0 | -1 | 5% | 18% | 7% | -2.1
CC(SCc1ccc(C(=O)O)o1)c1ccc(C(=O)O)o1 (stereo not drawn) | 4% | -12% | -3.2 | ? | 14% | 5% | 0% | -1.8
CC(CCc1ccccc1)NC(=O)CCNS(=O)(=O)c1ccccc1 (stereo not drawn) | 6% | 5% | 0.0 | -6 | 13% | 2% | -10% | 0.1
Cc1onc(-c2c(Cl)cccc2Cl)c1C(=O)N1CCN(Cc2ccccc2)CC1 | -5% | -15% | -1.3 | 2 | 2% | 0% | -16% | 1.6
CC(=O)c1ccc(S(=O)(=O)N2CCC(Oc3ccc(-n4cnnn4)cc3)CC2)cc1 | 0% | 5% | -4.4 | -1 | -6% | -10% | -3% | 0.3
COCCNC(=O)c1ccc(NS(=O)(=O)c2ccc3[nH]c(=O)[nH]c3c2)cc1 | -23% | -5% | -2.4 | -8 | -3% | 2% | 15% | -2.5
CCCC(=O)C1=C(O)C(C(=O)OC)C(C)(C)CC1=NCCc1ccc(OC)c(OC)c1 (stereo not drawn) | 2% | -12% | -0.4 | -8 | 1% | 6% | -4% | -3.0
CCN(CC)CCCn1c(=S)[nH]c2ccccc2c1=O | -6% | -3% | 1.0 | -4 | 5% | -1% | 10% | -1.9
C[N+](C)(C)CCNC(=O)c1cc[n+](Cc2ccccc2)c(/C=N/O)c1 | -3% | -3% | 0.5 | 0 | 8% | 6% | 13% | 0.8
Cc1nnc(NC(=O)c2cc(-c3ccncc3)nc3c(C)cccc23)s1 | -11% | -14% | -3.3 | -21 | -2% | 0% | 6% | -2.8
CCc1cccc(CC)c1NC(=O)C(CC)Sc1nc2ccncc2[nH]1 (stereo not drawn) | -9% | -5% | -0.7 | 10 | 13% | -3% | 4% | -0.1
CN(C)/C=C/C(=O)c1cnc(-c2cccc(Cl)c2)s1 | -7% | -4% | 0.1 | -26 | 9% | 0% | -20% | -0.6
O=C(c1ccccc1)c1ncc(C(F)(F)F)cc1Cl | 6% | -1% | -1.2 | . | -2% | 2% | 3% | 1.0
COc1ccc(NS(=O)(=O)c2cc(NC(=O)c3cccnc3Cl)ccc2N2CCCC2)cc1 | -6% | -2% | -0.2 | 0 | 11% | 10% | -3% | 0.7

Some entries already given with just PLK1 PBD block and EPAC1 antag:
smiles | PLK1 PBD block | EPAC1 antag
Cc1nnc(NC(=O)c2cc(-c3ccncc3)nc3c(C)cccc23)s1 | -14% | 6%
CCc1cccc(CC)c1NC(=O)C(CC)Sc1nc2ccncc2[nH]1 (stereo not drawn) | -5% | 4%
CN(C)/C=C/C(=O)c1cnc(-c2cccc(Cl)c2)s1 | -4% | -20%
O=C(c1ccccc1)c1ncc(C(F)(F)F)cc1Cl | -1% | 3%

Gathered by group: the compounds so far with a CF3 group (two)
SMILES | WRN inhibitor | PLK1 PBD block | IL-2 act | PI5P4Ka inh | EPAC2 ag | EPAC1 ag | EPAC1 antag | CCT chaperon mod
Cc1noc(C)c1S(=O)(=O)Nc1cc(C(F)(F)F)ccc1N1CCOCC1 | 1% | -9% | 0.2 | 7 | 4% | -1% | -33% | 1.2
O=C(c1ccccc1)c1ncc(C(F)(F)F)cc1Cl | 6% | -1% | -1.2 | . | -2% | 2% | 3% | 1.0

More entries follow.
SMILES | WRN inhibitor | PLK1 PBD block | IL-2 act | PI5P4Ka inh | EPAC2 ag | EPAC1 ag | EPAC1 antag | CCT chaperon mod
CCCCCc1cc(=O)oc2c(C(CCN(CC)CC)c3ccc(OC)cc3)c(OC)cc(OC)c12 (stereo not drawn) | -8% | -6% | -0.7 | -3 | 4% | -5% | -5% | 0.6
CCCN(CCC)S(=O)(=O)c1nc2nc(C)cc(C)n2n1 | -10% | -7% | -1.1 | 1 | 1% | -18% | -8% | 0.5
O=C(c1ccc(F)cc1)C1CCN(C(=S)Nc2ccccc2Cl)CC1 | -3% | -5% | 0.8 | 4 | 20% | 12% | 7% | -0.9
CC(C)(C)c1nnc(NC(=O)c2cccs2)s1 | -9% | -11% | 5.3 | 0 | 1% | -11% | -4% | 0.0
C=CCN(c1ccc(C(=O)OC)cc1)S(=O)(=O)c1ccccc1 | -2% | 0% | -1.5 | 4 | -1% | -6% | -7% | -3.0
O=C(NC1CCCCC1)c1ccc2c(c1)OCO2 | -7% | 0% | -0.2 | 0 | -2% | 2% | 19% | 1.3
CCOc1cc(C(=O)Nc2ccc([N+](=O)[O-])cn2)cc(OCC)c1OCC | 2% | -4% | 1.2 | 2 | -5% | 6% | 2% | 0.2
CN(Cc1nc(-c2ccccc2)no1)C(=O)c1ccc2c(c1)OCO2 | -32% | -16% | 1.3 | 3 | 5% | -11% | -10% | -11
COc1ccc(N2C(=O)S[C@@H]3CS(=O)(=O)C[C@@H]32)cc1 | -15%[57.1 µM] | -4% | 3.5 | -3 | 6% | 4% | -3% | 1.7
Cc1cccc(CN2[C@H](COCc3ccccc3)C=CS2(=O)=O)c1 | -5% | -15% | -0.5 | 0 | 10% | 5% | -7% | 0.2
